UTI89 phage lysis: inhibition of K1F phage lysis, E. coli UTI89, bacterial capsule biogenesis inhibitors, alamar blue (AID 488966); E. coli UTI89 K1F phage lysis, alamar blue, 2 h; higher % means a stronger effect; one-dose inhibition, % at 100 µM; IC50 in µM for titrated hits; hit rate 0.02% among 340,000;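 active means phage lysis inhibition, versus mean bacterial control, above a set limit; inconclusive means no clear call, values can overlap the other calls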;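 further: capsule biogenesis inhibitors block K1F phage lysis so surviving cells raise fluorescence; higher fluorescence means more inhibition of phage lysis; actives were called in the ten point dose series up to 300 µM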
GPR55 LPI antagonism: GPR55 antagonists blocking LPI-driven arrestin recruitment, primary screen, imaging, U2OS, beta-arrestin-GFP, LPI agonist (AID 2013); G-protein coupled receptor 55 (Homo sapiens); U2OS GPR55 beta-arrestin-GFP translocation imaging, LPI antagonism; higher % means a stronger effect; inhibition, % at 10 µM; hits with a dose series show IC50 in µM; hit rate 0.13% among 290,000;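 active means spots per cell inhibited over 60%, with over 100 cells counted and total cytoplasm intensity under 500,000; inconclusive means wells with under 100 cells, flagged as likely toxic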;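 further: U2OS cells stably carrying GPR55 and arrestin-GFP stimulated by 5 µM LPI near EC80; imaged beta-arrestin-GFP aggregate spots per cell after agonist stimulation; plate controls were LPI-stimulated DMSO wells for no effect and DMSO wells without LPI for full effect; some results filed as inactive read as strong as hits; confirmed hits need IC50 under 10 µM and bright autofluorescent wells are also inconclusive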
HIV fusion peptide: inhibitors of HIV fusion peptide binding, primary screen, biochemical, uHTS, fluorescence dequenching (AID 1986) | cell-free peptide binding, fluorescence dequenching, 30 min; higher % means a stronger effect | hit rate 0.3% among 290,000 | inhibition, % at 20 µM; hits with a dose series show IC50 in µM; in the data active means inhibition mostly above about 52%, no sharp cut-off; inactive means mostly below about 76%; further: some results filed as inactive read as strong as hits
RSV CPE inhibition: RSV antiviral activity via CPE protection, HEp-2 cells, primary 10 µM value included (AID 2391); HEp-2 cells, RSV-induced CPE inhibition; higher % means a stronger effect; CPE inhibition, % at 10 µM; hits with a dose series show IC50 in µM; hit rate 0.13% among 310,000; in the data active means a potency from the dose series; inconclusive means CPE inhibition mostly from about 23% at the one dose, without a potency; inactive means the rest, 99 in 100 with CPE inhibition below about 21%; further: strong numbers were not always called active
Large T inhibition: SV40 large T antigen inhibitors, biochemical (AID 1903). inhibition, % at 20 µM, or IC50 in µM where a hit was titrated. SV40 large T antigen ATPase/helicase inhibition assay; higher % means a stronger effect. hit rate 0.39% among 310,000; in the data active means a potency from the dose series; inconclusive means inhibition mostly from about 32% at the one dose, without a potency; inactive means the rest, 99 in 100 with inhibition below about 32%; further: strong numbers were not always called active
GPR35 arrestin U2OS: GPR35 antagonists blocking zaprinast-driven arrestin recruitment, primary screen, imaging, U2OS, beta-arrestin-GFP, zaprinast agonist (AID 2058). inhibition, % at 10 µM; hits with a dose series show IC50 in µM. G-protein coupled receptor 35 (Homo sapiens). hit rate 0.052% among 290,000. U2OS GPR35 beta-arrestin-GFP translocation imaging, zaprinast antagonism; higher % means a stronger effect;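 active means inhibition of at least 50% with at least 30 cells and total cytoplasm GFP at most 10,000,000; inconclusive means under 30 cells or total GFP of 10,000,000 plus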
Rac1 GTP hydrolysis: MgcRacGAP GTPase-activating activity inhibitors, confirmation, biochemical, ADP Hunter fluorescence; Rac GTPase-activating protein 1 (Homo sapiens); MgcRacGAP-stimulated Rac1 GTP hydrolysis, ADP Hunter fluorescence; higher % means a stronger effect; GST-tagged Rac1 F28L mutant substrate; inhibition, % at 30 µM, or IC50 in µM where a hit was titrated; hit rate 0.6% among 340,000;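 active means first-screen hits whose inhibition reached a set limit at any dose in the follow-up dose series; inconclusive means inhibition above the set first-screen limit but never retested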;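 further: fluorescence reports GDP produced by GAP-driven GTP hydrolysis; strong numbers were not always called active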
Dengue-2 NS5 capping: Dengue-2 NS5 methyltransferase inhibitors, primary screen, biochemical, confirmation dose response (AID 588689). hit rate 0.3% among 340,000. Genome polyprotein (Dengue virus type 2 (strain 16681-PDK53)). inhibition, % at 25 µM, or IC50 in µM where a hit was titrated. Dengue-2 NS5 methyltransferase capping enzyme assay, biochemical; higher % means a stronger effect; in the data active means a potency from the dose series; inconclusive means inhibition above about 29% without an active follow-up result
Salmonella PhoP GFP: inhibitors of PhoP regulon expression, primary screen, Salmonella Typhimurium, GFP reporter (AID 1863). S. Typhimurium PhoP-regulated promoter GFP reporter, 4 h; higher % means a stronger effect. one-dose inhibition, % at 50 µM; IC50 in µM for titrated hits. hit rate 0.16% among 300,000;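 active means inhibition over 29.93%, a cutoff 3 SD above the screen mean, later confirmed by dose response; inconclusive means inhibition over 29.93% but no dose response follow-up; inactive means inhibition at most 29.93% or unconfirmed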;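 further: 0% = low Mg2+ inducing control and 100% = high Mg2+ repressing control; strong numbers were not always called active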
Starred values were filed as active, the others as inactive; ? = inconclusive; nt = no result given; [ ] = dose if it differs, or a comment.

SMILES | UTI89 phage lysis | GPR55 LPI antagonism | HIV fusion peptide | RSV CPE inhibition | Large T inhibition | GPR35 arrestin U2OS | Rac1 GTP hydrolysis | Dengue-2 NS5 capping | Salmonella PhoP GFP
Cc1c(Cl)cccc1NC(=O)CCNC(=O)N1CC(=O)Nc2ccccc21 | 0.1% | -16.3% | -0.2% | 0.7% | 1.2% | -1.0% | 10.2% | -3.2% | -7.3%
COc1ccccc1C(=O)COC(=O)c1ccc(Cl)nc1 | 0.8%[50 µM] | nt | nt | 0.6% | nt | nt | 4.9% | -9.6% | nt
CCc1nc(-c2ccccc2)c2ccccn12 | 0.1% | -2.1% | 2.1% | 2.5% | 18.5% | -11.8% | 7.8% | 0.0% | 7.4%
CCCC(C)C(=O)Nc1ccc(S(N)(=O)=O)cc1 (configuration not stated) | 0.1% | 5.1% | 0.7% | -0.1% | -2.8% | 10.8% | -2.3% | -3.6% | 5.2%
CCOC(=O)C1=C(C)NC(=O)CC1c1cc2c(cc1Br)OCO2 (configuration not stated) | 2.1% | -6.0% | 0.0% | 2.5% | 10.2% | 8.7% | 14.8% | -8.9% | -11.2%
O=C(CCC(=O)c1cccs1)NCC(c1ccc(F)cc1)N1CCOCC1 (configuration not stated) | 0.1%[50 µM] | nt | nt | 2.2% | nt | nt | 4.8% | -11.1% | nt
CCCCNC(=O)COC(=O)CCC(=O)c1cccs1 | 0.3% | -2.1% | 1.2% | 1.0% | 1.0% | -17.6% | 14.4% | -3.6% | 20.5%
c1ccc2nc3c(nc2c1)[nH]c1ccccc13 | 0.1% | -14.4% | 0.8% | 5.0% | 9.8% | -14.1% | 6.8% | -6.2% | -5.6%
COc1ccc(/C=C/C(=O)OCC(=O)Nc2cc3oc4ccccc4c3cc2OC)cc1 | nt | 5.7% | -1.0% | 2.3% | 1.1% | -19.3% | nt | nt | -8.8%
COc1ccc(-n2c(C)cc(-c3cn4cccc(C)c4n3)c2C)cc1 | 1.0% | -3.7% | 3.6% | 4.8% | 10.9% | 4.0% | 1.1% | -15.8% | -5.9%
Cc1c(C(=O)C(=O)NCC2CCCO2)c2ccccc2n1C (configuration not stated) | 0.1% | 1.5% | -0.2% | 1.8% | 3.6% | -0.6% | 5.0% | 0.0% | -4.5%
Cc1ccc(Oc2ncc(CN3CC(C)OC(C)C3)s2)cc1 (configuration not stated) | -0.3% | 8.9% | -0.1% | 10.7% | 10.5% | 9.3% | 6.9% | 2.6% | -9.9%
O=C(C1CC1)N(CCN(C(=O)C1CC1)c1ccccc1)c1ccccc1 | 0.6% | -20.0% | -1.5% | 0.8% | -0.3% | -6.4% | 6.6% | -2.5% | -3.4%
O=C(CSc1nnc(-c2ccccn2)n1-c1ccccc1)Nc1ccc2c(c1)OCO2 | 0.8% | -8.6% | 1.6% | 4.6% | 22.9% | 9.3% | 9.4% | -1.1% | -5.3%
COc1ccc(CC(=O)NC(C)c2nnc(SCC(=O)Nc3ccccc3F)n2C)cc1 (configuration not stated) | 0.5% | -3.9% | 1.0% | 3.4% | -2.7% | 1.4% | -4.1% | -0.7% | 5.5%
C=C(C)CSc1nc2ccccc2[nH]1 | 6.8% | 4.2% | -1.3% | 1.6% | 5.2% | 5.9% | 5.5% | 0.7% | -4.5%
c1ccc2c(c1)nc1n2CN(Cc2ccc3c(c2)OCO3)CN1 | 0.1% | 7.4% | 3.9% | 1.9% | -2.1% | -2.1% | 8.8% | 0.0% | 13.8%
O=C1NCC(COCC2CC=CCC2)O1 (configuration not stated) | 0.1% | 7.9% | -0.2% | 0.6% | 9.6% | -8.3% | 2.0% | 2.9% | 2.7%
O=C(CN(C(=O)c1csnn1)c1ccc(F)cc1)NCc1ccc(F)cc1 | 0.4% | 79.0% | -0.5% | 2.7% | 26.7% | 15.6% | 6.0% | -1.6% | 2.8%
O=C(CC1CCCC1)N1CCCC(Nc2ccc(F)cc2)C1 (configuration not stated) | 0.1% | 2.4% | -1.4% | 4.0% | 21.2% | -7.6% | 7.0% | -2.7% | 5.6%
Cc1ccc(NC(=O)COC(=O)c2ccc3c(c2)OCCO3)cc1S(=O)(=O)N1CCOCC1 | -0.8% | -7.2% | 0.2% | 2.8% | 3.7% | -3.0% | 5.5% | -0.7% | -12.2%
CCCOc1ccc(N2C(=O)CC(NCCc3ccc(S(N)(=O)=O)cc3)C2=O)cc1 (configuration not stated) | 0.1% | 8.1% | 1.2% | 1.7% | 7.5% | -17.6% | 5.2% | -5.0% | 12.4%
COc1ccc(C(CC(=O)O)NC(=O)c2ccccc2)cc1OC (configuration not stated) | 0.3% | 23.7% | 3.4% | 1.5% | 4.7% | -4.6% | 5.0% | 4.8% | -2.9%
O=C1[C@H]2[C@@H](c3ccc(F)cc3)N3C(=O)N(c4cccc(F)c4)C(=O)[C@@]3(Cc3ccc(Cl)cc3)[C@H]2C(=O)N1C1CCCCC1 | -0.7% | nt | nt | 14.4% | 7.2% | nt | 9.0% | -1.6% | -6.5%
O=C(O)CC(CC(=O)NCC(O)c1ccccc1)c1ccccc1 (configuration not stated) | 0.3% | ? | 1.9% | 1.0% | 9.8% | 6.0% | 5.4% | -2.7% | -1.7%
CCOC(=O)c1c(C)nc2c(c1-c1cc(OC)ccc1OC)C(=O)CC(C)(C)C2 | 0.4% | 10.9% | 1.3% | 0.2% | 4.2% | 5.8% | 3.7% | -0.8% | -10.4%
CCOC(=O)c1ccc(NC(=S)N(CCCN2CCCCC2)Cc2ccco2)cc1 | 0.5% | 11.3% | -0.7% | 1.0% | 0.3% | -9.6% | 4.7% | -0.7% | -2.6%
CCc1c(C)nc(Nc2nc(C)c3cc(OC)ccc3n2)[nH]c1=O | 2.0% | -2.0% | -1.8% | 4.0% | 8.9% | 4.8% | 9.7% | 9.7% | 0.7%
O=C(CN1CCN(CCOCCO)CC1)N1c2ccccc2Sc2ccc(Cl)cc21 | -2.0% | 1.0% | -2.8% | -0.2% | 4.5% | -13.6% | 5.4% | -4.8% | -3.5%
O=C(NCc1ccccc1)c1nc[nH]c1C(=O)N1CCN(c2ccccc2)CC1 | 1.2% | nt | nt | 0.9% | nt | nt | 14.3% | -7.5% | nt
O=C1CCCN1CCCNS(=O)(=O)c1ccc(Br)s1 | -0.1% | 2.4% | 2.9% | 0.3% | 3.7% | 6.6% | 10.5% | -7.8% | 0.6%
CC(=O)N1CCN(c2ccc([N+](=O)[O-])c(NCC3CCCO3)c2)CC1 (configuration not stated) | 0.0% | 10.9% | -1.1% | 1.4% | -4.9% | -7.5% | 7.5% | 4.3% | 9.1%
Cc1ccc(-c2c(C(=O)N/N=C/c3ccncc3)nnn2-c2nonc2N)cc1 | -0.1% | -0.6% | -1.3% | 1.5% | 34.0% | -1.2% | -1.5% | 33.4% | 12.5%
COc1ccc(N2CCN(C(=O)CSc3nnc4c(C)cc5c(C)cc(C)cc5n34)CC2)cc1 | -0.1% | -4.3% | -1.6% | 16.5% | 10.8% | -7.2% | 4.9% | -3.6% | -0.6%
COCCCn1c(SCC(=O)O)nc2cc(OC)c(OC)cc2c1=N | nt | -1.2% | 0.4% | 0.2% | 5.5% | -1.2% | nt | nt | 5.5%
CC(C)(C)NC(=O)C(c1ccncc1)N(C(=O)Cn1nnc(-c2ccc(F)cc2)n1)c1ccccc1F (configuration not stated) | 0.3% | 9.7% | 15.0% | nt | 0.1% | 5.7% | 8.1% | -6.2% | 7.5%
CC1CN(C2=NC(=O)/C(=C3/C(=O)N(Cc4ccc(F)cc4)c4ccccc43)S2)CC(C)O1 (configuration not stated) | -0.6% | 14.1% | 1.1% | 0.6% | 22.4% | -6.0% | 13.9% | -3.9% | -4.4%
O=C(NNS(=O)(=O)c1ccccc1[N+](=O)[O-])c1cccnc1 | 0.0% | 10.3% | 0.0% | 2.2% | 7.5% | -1.9% | 7.7% | -1.7% | -2.6%
COc1ccc(C(=O)c2c(C)c3ccccc3n2CC(O)CNC(C)C)cc1 (configuration not stated) | 0.2% | -5.3% | 0.1% | 9.0% | -14.1% | -5.3% | -13.0% | -2.7% | -8.8%
Cc1cccc(-n2cnc3cc(C(=O)N4CCc5ccccc54)ccc32)c1 | -1.3%[50 µM] | -8.6% | -1.1% | 17.1% | 1.9% | -7.2% | 3.8% | -7.1% | 20.8%
CCN(CC(=O)Nc1c(F)cccc1F)C(=O)c1cc(S(=O)(=O)NCc2ccccc2)ccc1C | 0.4%[50 µM] | nt | nt | 0.8% | -5.8% | nt | 4.7% | -13.2% | 4.5%
COc1ccc(-c2csc3ncnc(N4CCN(Cc5ccccc5)CC4)c23)cc1 | 1.9%[50 µM] | 17.8% | -0.9% | 21.4% | 9.1% | -1.0% | 3.6% | -0.6% | -1.4%
CCN(c1ccc(NC(=O)c2ccc(Cl)nc2)cc1)C(C)C | -0.3% | -7.8% | 0.3% | -1.0% | 4.0% | 7.4% | 3.4% | -5.5% | 7.6%
CCOC(=O)CC1C(=O)NCCN1S(=O)(=O)c1ccccc1 (configuration not stated) | 0.1% | 3.9% | 0.6% | 1.9% | 4.3% | 1.6% | -13.4% | -7.1% | 3.2%
Cc1ccccc1-n1nnnc1SCc1csc(-c2ccccc2)n1 | -0.2% | 12.1% | 4.1% | 21.9% | 9.8% | -1.1% | 4.0% | -8.1% | 14.5%
Cc1cc(/C=C(\C#N)C(=O)Nc2ccccc2)c(C)n1-c1cccnc1 | 0.1% | 11.4% | -0.3% | -1.0% | 35.0% | 1.1% | 12.4% | 0.0% | 11.3%
CCN1CCN(C(=O)CN(Cc2ccccc2)S(C)(=O)=O)CC1 | 1.0% | 19.7% | -0.2% | 0.0% | 9.9% | 2.3% | 5.5% | -3.2% | 4.7%
Cc1ccc2ccc(C(Nc3ccccn3)c3ccccc3)c(O)c2n1 (configuration not stated) | 1.1% | 10.7% | -1.3% | 1.1% | 2.5% | -24.8% | 1.9% | -3.5% | 26.2%
COc1cc(S(=O)(=O)N2CCCCC2)ccc1NC(C)=O | 2.0% | 4.5% | -1.8% | 1.8% | 8.0% | 4.3% | 4.3% | -6.4% | -3.4%
Cc1ccc2nc(/C(C#N)=C\c3ccc(Oc4ccc(C(F)(F)F)cc4[N+](=O)[O-])cc3)[nH]c2c1 | 3.4% | 13.9% | -8.5% | 10.1% | 6.2% | -15.7% | 5.0% | 8.0% | 8.0%
CCCn1ncc(CN2CCN(Cc3ccsc3)C(CCO)C2)c1C (configuration not stated) | 0.1% | 15.1% | 0.5% | -1.6% | 2.1% | -17.6% | -0.1% | 0.8% | 4.5%

Assay outcomes from PubChem BioAssay.

Rows were taken by chance. Share with any hit: about 1.5%.
